High-throughput results: PubChem BioAssay, several laboratories
L929 necroptosis = inhibitors of zVAD-triggered necroptosis, primary screen, L929 cells. L929 zVAD necroptosis rescue, ATP luminescence, 24 h; with zVAD 60 µM. viability rescue, % at 10 µM. actives 0.38% (n = 220,000). AID 1377, 2008;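 active means activation, scaled between plate controls, above about 75%, limit read from the data; inactive means activation under that limit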;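 further: 0% = zVAD with DMSO and 100% = DMSO alone without zVAD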
FXIIa inh 1536 = human FXIIa protease inhibitors, primary screen, biochemical, 1536-well | Coagulation factor XII (Homo sapiens), P00748 | purified FXIIa, Boc-QGR-AMC fluorogenic substrate, 2 h | inhibition, % at 5 µM | actives 0.3% (n = 220,000) | AID 800, 2007; in the data active means inhibition above about 40%;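 further: 0% = enzyme with no compound and 100% = blank without enzyme; many of its hits are not listed in these tables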
KCC2 mod = KCC2 cotransporter modulators, thallium flux, primary screen, cell-based, HEK293 KCC2, FluoZin-2 fluorescence, MLSMR; Solute carrier family 12 member 5 (Homo sapiens), Q9H2X9; KCC2 cells, thallium flux FluoZin-2 fluorescence; B-score of Tl+ flux slope (higher = more flux/activation; lower = inhibition) at 10 µM; actives 2.2% (n = 190,000); AID 1456, 2008;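 active means thallium flux slope and its plate-corrected score both differing from the plate sample mean at a set confidence after two filtering rounds, in either direction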;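 further: slope of fluorescence scaled to starting intensity during 10 to 20 s after thallium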
Target sequence (Q9H2X9 whole entry, looked up): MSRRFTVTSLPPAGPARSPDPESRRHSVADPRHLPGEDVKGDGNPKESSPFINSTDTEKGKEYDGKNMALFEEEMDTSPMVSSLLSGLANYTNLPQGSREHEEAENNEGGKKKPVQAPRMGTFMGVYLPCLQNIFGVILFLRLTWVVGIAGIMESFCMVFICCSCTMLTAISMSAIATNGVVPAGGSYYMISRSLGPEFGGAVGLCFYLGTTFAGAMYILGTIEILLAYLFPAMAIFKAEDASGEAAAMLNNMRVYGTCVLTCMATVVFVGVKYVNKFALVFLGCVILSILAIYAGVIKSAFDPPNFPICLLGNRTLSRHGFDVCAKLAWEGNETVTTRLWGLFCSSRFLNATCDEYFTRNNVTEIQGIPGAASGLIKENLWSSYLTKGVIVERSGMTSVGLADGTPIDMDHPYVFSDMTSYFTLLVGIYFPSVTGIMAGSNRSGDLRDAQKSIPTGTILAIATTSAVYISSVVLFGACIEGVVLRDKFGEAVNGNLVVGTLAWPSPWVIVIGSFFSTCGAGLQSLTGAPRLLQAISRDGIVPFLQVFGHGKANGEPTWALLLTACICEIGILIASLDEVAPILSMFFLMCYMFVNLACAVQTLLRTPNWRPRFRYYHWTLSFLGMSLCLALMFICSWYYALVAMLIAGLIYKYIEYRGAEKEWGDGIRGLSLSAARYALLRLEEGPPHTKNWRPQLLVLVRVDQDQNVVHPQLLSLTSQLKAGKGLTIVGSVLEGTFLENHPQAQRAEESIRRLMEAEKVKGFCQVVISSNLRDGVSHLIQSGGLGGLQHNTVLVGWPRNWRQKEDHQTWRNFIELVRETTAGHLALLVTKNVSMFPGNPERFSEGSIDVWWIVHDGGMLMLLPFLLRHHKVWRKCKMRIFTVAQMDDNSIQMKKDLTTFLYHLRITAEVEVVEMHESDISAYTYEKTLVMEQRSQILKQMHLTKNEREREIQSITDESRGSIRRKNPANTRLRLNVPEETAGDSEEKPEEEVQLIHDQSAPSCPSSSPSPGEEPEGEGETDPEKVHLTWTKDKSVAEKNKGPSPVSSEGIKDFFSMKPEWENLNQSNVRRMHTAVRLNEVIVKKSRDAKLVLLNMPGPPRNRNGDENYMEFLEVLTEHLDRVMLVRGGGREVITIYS
thrombin 1536 = human alpha-thrombin inhibitors, primary screen, counter-screen for coagulation protease inhibitor project, biochemical, 1536-well, fluorogenic AMC substrate. Prothrombin (Homo sapiens), P00734. Boc-VPR-AMC fluorogenic substrate cleavage. inhibition, % at 5 µM. actives 0.26% (n = 220,000). AID 1046, 2008;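 active means inhibition at or above 40%; inactive means inhibition below 40%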;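 further: 0% = enzyme with no compound and 100% = wells without enzyme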
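System: human alpha-thrombin protein; Compound dosing: one concentration per compound, 5 µM, with 0.2% DMSO; Timing: reaction at room temperature; Technique: AMC fluorescence, 355/460 nm; Controls: enzyme without compound as high, wells lacking enzyme as low.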
FXIa inh 1536 = human FXIa protease inhibitors, primary screen, biochemical, 1536-well; inhibition, % at 5 µM; AID 798, 2007; purified FXIa, Boc-Glu-Ala-Arg-AMC fluorogenic substrate; actives 0.14% (n = 220,000);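 active means inhibition of at least 40%; inactive means inhibition below 40%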;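 further: fluorescence of freed AMC excited at 355 nm; 0% = enzyme without compound and 100% = no enzyme blank; many of its hits are not listed in these tables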
TNF necrop inh = inhibitors of TNF-alpha triggered necroptosis, primary screen, cell-based, Jurkat FADD-/-, single concentration; activation (protection from cell death), % at 10 µM; actives 0.068% (n = 220,000); Jurkat FADD-/- TNF necroptosis rescue, ATP luminescence, 24 h; 0 = TNF only, 100 = no-TNF cells;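 active means activation, meaning protection from cell death, of at least 50% relative to plate controls; inactive means activation below 50%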;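 further: necroptosis triggered by 40 ng/mL TNF-alpha added together with compound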
KLK5 inh = human KLK5 protease inhibitors, primary screen, biochemical, 1536-well. Kallikrein-5 (Homo sapiens), Q9Y337. recombinant hK5, fluorogenic AMC substrate cleavage. inhibition, % at 5 µM. actives 0.59% (n = 210,000). AID 873, 2007;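 active means inhibition of 40% or more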;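 further: 0% = enzyme controls without compound and 100% = no-enzyme blanks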
Rad51 HR inh = human RAD51 strand exchange inhibitors, primary screen, biochemical, fluorescence; DNA repair protein RAD51 homolog 1 (Homo sapiens), Q06609; hRad51 DNA strand exchange, fluorescence dequenching; inhibition, % at 10 µM; actives 0.085% (n = 200,000);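 active means inhibition above 40% at the single screening dose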;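 further: 0% = DMSO control wells and 100% = blanks with heterologous ssDNA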
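Test system: preformed human Rad51 ssDNA filaments; also added: Donor/quencher-labelled 47-bp dsDNA substrate; doses: 10 µM final, single point; times: 37 °C 15-min filament assembly, 30-min compound preincubation, 15-min exchange; detection: FRET fluorescence dequenching, excitation 485 nm, emission 520 nm; read-out basis: Fluorescence-based percent inhibition, control- and blank-normalised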
Hck Nef HTS = inhibitors of Nef-activated human Hck kinase, primary screen, biochemical, Z-Lyte FRET, 384-well, Hck-YEEI; Recombinant Hck-YEEI plus Nef, Z-Lyte FRET kinase assay; inhibition, % at 20 µM; actives 0.68% (n = 220,000);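 active means Hck-Nef kinase inhibition above about 50%, limit read from the data; inactive means inhibition below that limit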;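 further: 0% = DMSO with Hck plus Nef and 100% = Hck alone without Nef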
* marks the source's active call; other numbers are inactive results; . = no result given; + = active, no number; & = joins results of further samples. A portion of the library (hit frequency here may not be typical).

SMILES	L929 necroptosis	FXIIa inh 1536	KCC2 mod	thrombin 1536	FXIa inh 1536	TNF necrop inh	KLK5 inh	Rad51 HR inh	Hck Nef HTS
COC(=O)c1ccc(C)c(NC(=O)Cc2coc3cc(OC)ccc23)c1	0.2	16	-0.47	-5	-2	-3.4	-14	-2	2
CSc1nnc(-c2cc[n+](C)cc2)n1CCO	0.2	22	1.7	0	8	0.7	6	.	1
COC(=O)NC1CCC(NC(=O)OC)CC1 (stereo not drawn)	-0.5	1	-0.35	-8	-5	0.7	-3	6	-4
Cc1oc2c(C)c(O)ccc2c(=O)c1-c1ccc2ccccc2n1	0.5	-7	-2.9	3	-6	-3.2	-36	-3	1
Cc1cc(C)[n+]2n1C(=O)C(c1ccccc1)=C2[O-]	0.8&1.5	5	-1.4&0.74	-5	-3	-2.2&1.6	-3	5&8	3&5
CCCn1nnnc1NCc1ccc(F)cc1	2.4	4	0.019	-11	-3	2.1	-1	1	16
CCC(Oc1ccc2c(=O)c(-c3ccccc3OC)coc2c1)C(=O)OCc1ccccc1 (stereo not drawn)	0.7	3	-2.2	-14	1	1.8	-39	.	4
CCC(OC(=O)c1cc2sccc2n1C)C(=O)NCc1ccco1 (stereo not drawn)	0.8	2	-1.9	-5	-3	-3.2	2	-7	3
COCc1nnc(NC(=O)CSc2ccccc2)s1	-0.2	13	-4.8*	4	4	7.3	-7	-2	6
Cc1cccc(NC(=O)c2cc(NC(=O)c3ccco3)ccc2Cl)n1	-0.8	-7	-0.61	-5	-8	-4.6	-1	0	-5
O=C(O)c1cc([N+](=O)[O-])ccc1NCCc1ccccc1	0.8	7	-2.5	-2	4	3.1	1	5	-5
O=c1c2ccccc2nc(CSc2nnnn2-c2ccccc2)n1-c1cccc(C(F)(F)F)c1	1.5	12	0.58	-1	-1	0.2	3	1	-2
O=C(NCCN1CCOCC1)c1ccc2c(c1)N(Cc1c(F)cccc1Cl)C(=O)c1ccccc1S2	0.1	7	-2.6	-5	-1	0.2	-4	2	-11
Cc1ccc(N(CC(=O)Nc2ccc3c(c2)OCCO3)S(C)(=O)=O)cc1	3.8	5	-0.26	-7	-2	2.1	-1	-9	18
Clc1ccc(-c2ccc(-c3nn4c(-c5ccco5)nnc4s3)o2)cc1	-0.1	.	0.59	.	.	-1.0	.	2	2
COCCN1C(=O)N[C@@H](CCc2ccccc2)[C@H](C(C)=O)[C@H]1C	0.3	10	0.25	0	0	0.9	-3	4	22
CCNC(=O)COC(=O)COc1ccc(Cl)cc1C	1.9	18	-0.67	-17	-8	0.7	-22	-3	-2
CCn1c(SCC(=O)Nc2nnc(C)s2)nnc1-c1ccco1	0.0	19	.	6	10	0.1	-10	-1	-2
CCc1cc(S(N)(=O)=O)cc(CC)c1NC(C)=O	1.2	11	0.41	-5	-1	-1.3	-4	9	1
Cc1nnc(SCc2c(Cl)cccc2[N+](=O)[O-])s1	0.4	-1	-0.2	-2	-5	0.5	-10	4	-6
C=CCSc1nc2nc(C)cc(C)n2n1	2.4	0	0.62	-7	-6	3.4	-22	7	-9
CC(C)Oc1ccccc1C1Nc2ccccc2C(=O)N1c1ccc2c(c1)OCCO2 (stereo not drawn)	-0.3	0	-2.6	-15	-3	-4.1	-26	-2	3
C=CCNc1sc(C(=O)c2cccs2)c(N)c1C#N	6.0	3	-0.71	-8	-2	-1.0	-1	-9	3
Cc1ccn(Cc2n[nH]c(=S)n2Cc2ccccc2)n1	0.2	12	.	4	0	0.4	-5	2	-2
Cc1cccn2c(=O)c3cc(C(=O)NC4CCCCC4)c(=N)n(CCN4CCOCC4)c3nc12	-1.3	-4	0.55	-13	-4	-2.5	-5	.	17
COc1ccc(OCC(N)=O)cc1	-0.1	6	.	2	2	0.2	-5	.	0
O=C(COC(=O)COc1ccc2ccccc2c1)NCC(F)(F)F	-0.6	6	-3	-10	1	0.5	7	-26	3
CN(C)c1nc(N)nc(CSc2nnnn2-c2ccc(F)cc2)n1	-0.5	6	.	2	8	-0.2	1	0	-1
CCOc1ccc(-c2nc(N)nc(C)c2-c2ccc(OC)c(OC)c2)c(O)c1	0.2	5	-0.12	-3	-4	0.5	11	7	1
CC1=CC(C)(C)N(S(=O)(=O)c2ccc(F)cc2)c2ccccc21	1.0	16	-2.1	1	7	-12	2	0	3
COc1cccc(NC(=O)Cn2nnc(-c3ccccc3N)n2)c1	2.5	2	-2.3	-6	-7	0.8	-2	4	1
CSc1nc2ccc(NC(=O)c3ccc(=O)n(C)n3)cc2s1	-0.8	16	0.96	3	5	-5.1	7	-101	11
O=C(O)c1cc(NCc2c(F)cccc2Cl)ccc1N1CCOCC1	0.5	0	0.33	-1	22	0.3	-12	-8	0
CCOC(=O)/C(=N\Nc1ccccc1Cl)N(C)C1CCS(=O)(=O)C1 (stereo not drawn)	-1.1	13	-0.22	2	0	-1.2	3	9	25
CN1C(CC(=O)c2ccccc2)CCCC1CC(O)c1ccccc1 (stereo not drawn)	0.2	-1	-0.18	-5	-4	0.9	-8	-2	-2
N#Cc1c(NC(=O)Cn2c(=O)oc3ccccc32)oc(-c2ccccc2)c1-c1ccccc1	-0.3	11	-1.3	1	5	-0.9	-13	1	1
Cc1noc(C)c1C(=O)OCC(=O)c1ccc[nH]1	-0.3	3	0.18	1	0	-1.8	7	-2	2
CN(C)c1ccc(C2NCCS2)cc1 (stereo not drawn)	1.2	19	.	2	12	0.5	-6	-6	-1
Cc1ccc(C(OC(=O)c2ccco2)C(=O)NCc2cccs2)cc1 (stereo not drawn)	-0.3	13	-0.13	6	5	14	5	-1	0
CC1(C)CC(=O)C=C(Nc2cccc(O)c2)C1	0.0	-4	-0.018	-9	-3	-2.0	-5	-5	3
N#CC1(c2ccccc2)CCCN1C(=O)c1ccccc1Br (stereo not drawn)	0.2	11	.	6	-4	0.6	-24	-11	2
O=[N+]([O-])c1ccc(Cl)c(/C=N/N2CCN(C3c4ccccc4-c4ccccc43)CC2)c1	-0.1	26	1.2	-2	21	-0.2	-20	9	-2
COc1cc2c(cc1OC)C(C(=O)N1CCN(c3ccccn3)CC1)C(c1cccs1)N(C)C2=O (stereo not drawn)	0.4	-1	.	-4	-2	-1.7	1	.	1
CCN1CCc2nc3ccccc3c(C(=O)Nc3ccc(C#N)cc3)c2C1	-0.5	5	0.043	-7	1	0.3	-5	3	-11
O=C1Cc2ccccc2C(c2ccc(Cl)cc2)N1 (stereo not drawn)	-0.9	13	-0.15	1	-5	2.3	-1	-25	-6
COc1ccc2c(c1)nc(SCC(O)c1ccccc1)n2C (stereo not drawn)	16	11	-0.078	-5	-2	4.5	2	-2	23
CC[n+]1ccc(/C=C/c2ccc(N(C)C)cc2)c2ccccc21	-3.5	11	-1.3	-1	3	-11	4	22	27
Cc1cc2nc(CCl)cc(=O)n2[nH]1	5.5	4	0.41	1	3	4.3	-4	16	22

Part of the list above in order of SMILES length, largest number first:
SMILES	L929 necroptosis	FXIIa inh 1536	KCC2 mod	thrombin 1536	FXIa inh 1536	TNF necrop inh	KLK5 inh	Rad51 HR inh	Hck Nef HTS
O=[N+]([O-])c1ccc(Cl)c(/C=N/N2CCN(C3c4ccccc4-c4ccccc43)CC2)c1	-0.1	26	1.2	-2	21	-0.2	-20	9	-2
CC[n+]1ccc(/C=C/c2ccc(N(C)C)cc2)c2ccccc21	-3.5	11	-1.3	-1	3	-11	4	22	27
COc1ccc2c(c1)nc(SCC(O)c1ccccc1)n2C (stereo not drawn)	16	11	-0.078	-5	-2	4.5	2	-2	23
CC1(C)CC(=O)C=C(Nc2cccc(O)c2)C1	0.0	-4	-0.018	-9	-3	-2.0	-5	-5	3

New compounds follow.
SMILES	L929 necroptosis	FXIIa inh 1536	KCC2 mod	thrombin 1536	FXIa inh 1536	TNF necrop inh	KLK5 inh	Rad51 HR inh	Hck Nef HTS
Cc1ccc(CNC(=O)CCc2ccc(S(=O)(=O)NCC(C)C)cc2)cc1	0.4	5	0.84	-7	-2	0.8	.	.	2
Cc1ccc(NC(=O)CN2C(=O)N/C(=C/c3cc(C)n(-c4ccc(C(=O)O)cc4)c3C)C2=O)cc1	1.4	6	0.93	-1	0	1.2	-1	15	56*
COc1cccc(C(=O)NCC(=O)N2CCC(C)CC2)c1	-0.6	7	.	1	-6	-0.5	-2	1	-1
CC(=O)N1CCCN(Cc2nc(C3(c4ccc(C)cc4)CCCC3)no2)CC1	-0.8	4	-0.47	-3	-2	0.1	.	.	1
Cc1cc(=O)oc2c(CN3CC(C)OC(C)C3)c(O)c(Cl)cc12 (stereo not drawn)	1.4	-90	-0.17	-48	-55	-0.3	-76	1	+
CCCC(c1nnnn1C(C)(C)CC)N(CCCO)Cc1cc2cc(C)cc(C)c2[nH]c1=O (stereo not drawn)	-0.1	15	.	-1	2	-1.8	-10	-3	7
O=C(CS(=O)(=O)c1ccccc1)Nc1nc(-c2ccccc2)cs1	-0.1	6	.	18	-12	1.1	-12	.	10
CC(=O)NC(CCCCNC(=S)NC1CCCCC1)C(=O)O (stereo not drawn)	1.4	4	0.28	.	-1	1.1	-1	-7	22
N#Cc1cnn2c(-c3ccc(Cl)cc3Cl)ccnc12	0.3	-1	-0.052	-7	-5	-0.4	-11	2	-11
COc1ccc(S(=O)(=O)N[C@@H](Cc2ccccc2)C(=O)N2CC[C@@]3(O)CCCC[C@H]3C2)cc1	-0.4	8	.	-3	-5	-1.8	-2	.	-1
Cc1cccc(OCC(=O)NC(=S)N2CCCc3ccccc32)c1	0.0	-16	23*	-7	-13	-2.2	10	-4	0
COc1ccccc1-c1c(C(F)(F)F)oc2cc(OCC(=O)Nc3ccccc3C(F)(F)F)ccc2c1=O	0.5	9	0.11	-5	1	0.3	1	-18	3
CCCCNC(=S)NNc1c(Cl)cc(Cl)cc1Cl	-0.2	3	0.81	-8	-4	-4.5	-10	-5	17
c1ccc(CN2CCN(c3nc(N4CCOCC4)c4ccccc4n3)CC2)cc1	1.0	.	.	.	.	-1.5	.	-5	15
COc1ccc(/C(O)=C2/C(=O)C(=O)N(c3ncccn3)C2c2ccc(C(C)(C)C)cc2)cc1 (stereo not drawn)	3.0	10	-0.095	-7	1	-0.7	-11	-3	22
O=C(c1ccccc1)N1CCN(C(=O)c2ccc(OC(F)(F)F)cc2)CC1	-0.4	18	0.78	-4	-1	-1.0	-18	-4	0
CCOc1ccc(N2C(=O)/C(=C/c3cc(OC)c(OC)c(OC)c3)N(CC(=O)OC)C2=S)cc1	-0.5	-3	0.5	-6	-8	-3.0	25	3	0
O=C(NCc1ccco1)c1ccccc1NS(=O)(=O)c1ccc(Br)s1	0.9	16	-3.7	7	1	0.2	-10	3	-1
